# Bioassay records (PubChem BioAssay)
# FLuc inhib CS – Photinus pyralis luciferase inhibition counter-screen; AID 1006; inhibition, % at 10 µM; actives 1.5% (n = 200,000); ATPLite firefly luciferase biochemical luminescence, 10 min;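 active means inhibition above about 50% when tested at 10 µM, limit read from the data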
# Target sequence (P08659 whole entry, looked up): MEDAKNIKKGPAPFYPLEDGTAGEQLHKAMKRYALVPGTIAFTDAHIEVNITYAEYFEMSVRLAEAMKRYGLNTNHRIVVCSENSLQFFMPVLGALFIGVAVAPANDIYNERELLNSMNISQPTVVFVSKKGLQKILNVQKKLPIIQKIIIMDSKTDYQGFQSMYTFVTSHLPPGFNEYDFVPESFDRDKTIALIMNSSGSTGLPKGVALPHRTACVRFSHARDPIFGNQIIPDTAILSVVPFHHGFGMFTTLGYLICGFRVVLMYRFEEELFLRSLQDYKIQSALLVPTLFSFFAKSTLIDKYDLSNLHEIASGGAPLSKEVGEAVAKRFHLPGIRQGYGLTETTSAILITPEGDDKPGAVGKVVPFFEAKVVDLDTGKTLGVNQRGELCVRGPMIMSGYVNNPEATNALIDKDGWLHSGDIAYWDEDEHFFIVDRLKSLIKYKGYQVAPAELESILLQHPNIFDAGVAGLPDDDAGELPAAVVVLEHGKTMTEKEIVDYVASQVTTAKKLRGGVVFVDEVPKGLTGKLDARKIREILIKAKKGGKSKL
# APP 5'UTR act – APP 5'UTR luciferase reporter activation. activation, % at 2 µM. SH-SY5Y APP 5'UTR luciferase reporter, luminescence; zero percent = DMSO vehicle wells. actives 1% (n = 190,000);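 active means activation above a set limit, based on mean plus 3 SD of controls, cut at about 140% in these data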; further: values of inactives mirror those of a sister screen read the other way
# TNAP act hiacc – activators of human TNAP at high phosphate acceptor concentration | AID 1136 | activation factor at 20 µM | 200,000 tested, under 10 active | purified TNAP, CDP-star luminescence, 1 M DEA, 30 min; active compounds read high; 0 = EDTA background, 1 = DMSO-only activity;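 active means activation factor at least 2 at 20 µM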
#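 Test system – human TNAP · Doses – 20 µM single point · Incubation – 30 min, room temperature · Signal – luminescent substrate turnover signal · Read-out basis – activation factor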
# PMI act hi M6P – PMI (human) activation, high substrate | coupled PMI enzyme assay, resazurin fluorescence, 20 min; active compounds read high; 1 = untreated enzyme, 0 = substrate-free blank | actives 0.34% (n = 190,000) | P34949 | activation factor at 20 µM;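 active means activation factor of 2 or more at 20 µM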
# Target sequence (P34949 whole entry, looked up): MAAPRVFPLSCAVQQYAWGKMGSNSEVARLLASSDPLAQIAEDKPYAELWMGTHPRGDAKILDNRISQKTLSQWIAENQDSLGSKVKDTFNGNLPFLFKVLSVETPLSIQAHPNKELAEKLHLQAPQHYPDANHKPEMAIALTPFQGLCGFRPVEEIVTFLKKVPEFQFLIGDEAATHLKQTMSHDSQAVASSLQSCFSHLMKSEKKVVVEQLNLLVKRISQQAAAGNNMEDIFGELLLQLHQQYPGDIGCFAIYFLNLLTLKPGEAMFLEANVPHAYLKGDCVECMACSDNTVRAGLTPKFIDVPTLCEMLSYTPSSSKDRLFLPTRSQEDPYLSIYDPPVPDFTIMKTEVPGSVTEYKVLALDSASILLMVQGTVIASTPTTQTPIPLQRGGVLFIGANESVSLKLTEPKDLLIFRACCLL
#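 Material: human phosphomannose isomerase with PGI, G6PDH, diaphorase coupling enzymes; amount: PMI at 15 ng/mL final; also added: Mannose-6-phosphate 1.0 mM (near-saturating) plus 0.22 mM NADP+; incubation: enzyme reaction with compound 20 min at room temperature; signal: resorufin fluorescence (Ex 544/Em 590 nm) from resazurin via diaphorase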
# bIAP activator – increases bovine intestinal alkaline phosphatase activity. purified bovine IAP, CDP-star luminescence, 30 min; active compounds read high; fold of DMSO-control signal, blank-subtracted. activation factor at 20 µM. actives 0.17% (n = 200,000);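 active means activation factor of 2 or more at 20 µM, a signal rise over negative controls twice the positive control's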
# TNAP inh no acc – TNAP (human) inhibition, acceptor-free conditions; actives 0.26% (n = 200,000); purified TNAP, CDP-star luminescence, 30 min; inhibition, % at 20 µM; P05186;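 active means tissue-nonspecific alkaline phosphatase inhibition above about 50% at 20 µM in the single-dose screen, limit read from the data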;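 further: 0% = DMSO negative control and 100% = EDTA positive control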
# FLuc stim CS – firefly luciferase counter-screen for stimulation assays; AID 1027; P08659; ATPlite luciferase biochemical, luminescence, 10 min; 0 = ATP-free wells, 1 = DMSO control; 200,000 tested, under 10 active; activation factor at 10 µM;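 active means luciferase activation factor, scaled between plate controls, of at least 2 with compound at 10 µM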
#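 Assay system: Luciferase/luciferin detection reagent, cell-free biochemical luciferase assay / Also added: ATP substrate / Schedule: 10 min at ambient temperature / Measured by: luminescence measurement of luciferase light output / Benchmarks: low control with PBS replacing ATP, high control enzyme plus ATP without compound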
# NF-kB expr up – NF-kB expression increase, human neuronal cells. NF-kB reporter expression; active compounds read high. AID 1239. actives 1.6% (n = 190,000). fold change at 12.5 µM; in the data active means fold change above about 3.3
# PMI act – phosphomannose isomerase (human) activation; AID 1214; activation factor at 20 µM; purified human PMI, coupled resazurin fluorescence, 20 min; active compounds read high; 1 = vehicle control, 0 substrate-free wells; actives 0.005% (n = 190,000);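 active means activation factor of 2 or more at 20 µM, relative to plate controls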
# TNAP inh hi DEA – TNAP (human) inhibition, high acceptor; actives 0.03% (n = 200,000); P05186; purified TNAP, CDP-star luminescence, 1 M DEA; inhibition, % at 20 µM;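 active means over 50% inhibition of tissue-nonspecific alkaline phosphatase at 20 µM in the single-dose screen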;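 further: plate controls were DMSO wells for no effect and EDTA-quenched wells as full inhibition for full effect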
# * hit, by the source's call; · = not tested or not shown.
compound	FLuc inhib CS	APP 5'UTR act	TNAP act hiacc	PMI act hi M6P	bIAP activator	TNAP inh no acc	FLuc stim CS	NF-kB expr up	PMI act	TNAP inh hi DEA
O=C(N/N=C/c1ccncc1)/C(=C/c1ccccc1)NC(=O)c1ccccc1	-9.0	6.9	1	0.9	1.1	-12.6	1.1	1.23	1	-0.6
O=C(OCCCN1CCCC1)C1(c2ccccc2)CCCC1	-4.6	14.0	1.1	0.9	1	-13.8	1	1.09	0.9	-6.6
CC1(C)Cc2c(C#N)c(OCC(=O)c3ccc(Cl)cc3)nc(-c3ccco3)c2CO1	-9.2	0.5	1	1.2	0.8	-5.3	1.1	0.99	1.1	-2.5
COc1ccc(/C(N)=N/OC(=O)C2CCC(=O)N2S(=O)(=O)c2ccc(C)cc2)cc1 (stereo not given)	-4.7	16.9	1	1	1	-14.6	1	1.27	1	1.9
O=C(Nc1ccccc1N1CCOCC1)c1ccc2ccccc2n1	21.6	3.9	1	0.8	0.8	-1.7	0.8	1.06	0.7	1.1
COC(=O)Nc1c(-c2ccccc2)nc2ccccn12	-10.4	1.3	1.1	1.1	0.7	-4.8	1.1	1.56	1	-7.3
Nc1nn(S(=O)(=O)c2ccccc2)cc1-c1ccc([N+](=O)[O-])cc1	-0.3	2.8	1	0.9	1	-4.6	1	1.01	1	-2.0
C/C(=N\NC(=O)C1COc2ccccc2O1)c1ccccn1 (stereo not given)	-2.7	-44.9	1	1	0.5	-18.5	1	0.22	0.8	-4.3
Cc1nc(SCC(=O)N2CCC(C(N)=O)CC2)n[nH]1	-4.9	2.2	1	0.9	1	-6.9	1	0.93	0.9	-0.9
COc1cc2c(cc1OC)CN(C(=O)C(C)(C)C)CC2	-2.2	-9.3	1	1	1	-10.1	1	1.19	1	-2.6
CC(=O)Nc1ccccc1C(=O)C(=O)Nc1cccc(Br)c1	-1.6	7.8	1.1	1	1	-11.8	1	1.3	1.1	-6.4
CC(NC(=O)/C(=C/c1ccc2c(c1)OCO2)NC(=O)c1cccc([N+](=O)[O-])c1)C(=O)O (stereo not given)	-3.6	20.2	1	1.1	1	-11.1	1	1.25	1.2	-2.2
CSc1nc(C)c(C(=O)C[n+]2ccc(C)cc2)cc1C#N	1.1	6.7	1	1.1	1.1	-2.3	1	0.9	1.1	1.4
Cc1cc(C)nc(NCCO)n1	-0.7	-1.0	1.1	1	1.2	-5.1	1	1.42	1	-7.0
COc1ccc(C(=O)Nc2ccc(C3=NNC(=O)CC3C)cc2NC(=O)c2ccc(OC)cc2)cc1 (stereo not given)	-10.6	3.2	1	0.9	0.9	-2.4	1.1	0.61	0.8	2.6
O=C(COC(=O)c1ccc(Cl)nc1)Nc1ccc2c(c1)OCO2	-4.5	5.1	1	1	1.1	-9.4	1	1.02	1	-0.8
Cc1nc(SCC(=O)Nc2ccc(F)cc2)c(C#N)c(C)c1CC(=O)c1ccc(Br)cc1	-8.2	20.6	1	1	0.9	0.8	1.1	1.05	1	-4.2
Cn1c(=O)c2c(nc(N/N=C/c3cccs3)n2Cc2ccc(Br)cc2)n(C)c1=O	-4.3	21.5	1	1.2	1.1	-305.3	1	0.42	1.2	-0.5
O=[N+]([O-])c1cnn(-c2nc(-c3ccco3)cc(C(F)(F)F)n2)c1	-7.9	28.9	1.1	1.1	0.9	-11.7	1.1	1.22	1.1	-5.8
O=C(CN1C(=O)c2ccccc2S1(=O)=O)NCCSc1ccccc1	-6.1	-11.8	1.1	1	0.9	-3.1	1.1	1.09	1	-10.6
CC(=O)N/C(=C/c1ccc([N+](=O)[O-])cc1)C(=O)O	-9.2	-1.7	1.1	1.1	1	-5.2	1.1	1.23	1	-5.8
CC1Cn2c(nnc2-c2ccc(F)cc2)S1 (stereo not given)	-2.1	·	1.1	0.9	1	-11.2	1	·	0.9	-5.0
CCCCOc1ccc(S(=O)(=O)N2CCCCCC2)cc1	-7.4	-6.3	1	1	0.6	-9.0	1.1	1.51	1	-3.7
Cc1cccc(NS(=O)(=O)c2cccc3nonc23)c1	0.1	17.4	1	0.9	1.4	-7.7	1	1.25	0.9	-2.2
O=C(N/N=C/c1ccc[nH]1)c1ccc(COc2cccc3cccnc23)cc1	3.6	-46.1	1	1.2	1	-20.4	1	·	1.5	-4.0
Cc1onc(-c2c(F)cccc2Cl)c1C(=O)Nc1sc2c(c1C(N)=O)CCC2	-5.4	-7.7	1.1	0.9	0.9	-11.8	1.1	0.51	0.8	-6.9
Cc1ccc(-n2ncc3c(SCc4ccccn4)ncnc32)c(C)c1	1.8	2.0	1	0.9	1.2	-5.1	1	2.36	1	-3.5
O=C(CC1(O)C(=O)Nc2ccccc21)c1ccc2c(c1)OCO2 (stereo not given)	-8.0	10.1	1	1.1	1	-9.5	1.1	1.08	1	-4.3
CCOc1ccc(-c2ccc(SCC)nn2)cc1	85.6*	167.4*	1.1	0.9	1	-9.8	0.1	5.05*	0.9	-5.1
CC(C)(C)C1CCC(C(=O)OCC(=O)c2ccc[nH]2)CC1 (stereo not given)	-6.1	-3.9	1	0.8	0.6	-8.3	1.1	1.2	0.9	0.0

# A different layout for part of the listing above:
# Below each compound: FLuc inhib CS, APP 5'UTR act, TNAP act hiacc, PMI act hi M6P, bIAP activator, TNAP inh no acc, FLuc stim CS, NF-kB expr up, PMI act, TNAP inh hi DEA
- O=C(OCCCN1CCCC1)C1(c2ccccc2)CCCC1
  -4.6, 14.0, 1.1, 0.9, 1, -13.8, 1, 1.09, 0.9, -6.6
- CC1(C)Cc2c(C#N)c(OCC(=O)c3ccc(Cl)cc3)nc(-c3ccco3)c2CO1
  -9.2, 0.5, 1, 1.2, 0.8, -5.3, 1.1, 0.99, 1.1, -2.5
- COc1ccc(/C(N)=N/OC(=O)C2CCC(=O)N2S(=O)(=O)c2ccc(C)cc2)cc1 (stereo not given)
  -4.7, 16.9, 1, 1, 1, -14.6, 1, 1.27, 1, 1.9
- O=C(Nc1ccccc1N1CCOCC1)c1ccc2ccccc2n1
  21.6, 3.9, 1, 0.8, 0.8, -1.7, 0.8, 1.06, 0.7, 1.1

# (cont.)
compound	FLuc inhib CS	APP 5'UTR act	TNAP act hiacc	PMI act hi M6P	bIAP activator	TNAP inh no acc	FLuc stim CS	NF-kB expr up	PMI act	TNAP inh hi DEA
Cc1nc2ccc(NC(=O)COc3ccccc3[N+](=O)[O-])cc2s1	-3.3	50.5	1.1	0.9	1.2	-7.1	1	1.11	1	-5.7
COc1ccc(N(C)S(=O)(=O)c2cccc(C(=O)N(C)Cc3ccc(C)o3)c2)cc1	1.0	68.8	1	1	0.9	-11.1	1	0.92	1	-3.8
O=C(O)CCc1ccc(-c2cccs2)o1	-5.1	8.1	1	1.2	0.9	-8.7	1.1	0.91	1	2.7
COc1ccc(N2CC(C(=O)NCCC3=CCCCC3)CC2=O)cc1 (stereo not given)	-3.4	-3.5	1.1	1	1.1	-13.9	1	0.9	1.1	-6.0
C/C(=N\NC(=O)C(=O)N/N=C(\C)c1cccc(O)c1)c1cccc(O)c1	-2.9	-16.8	1	1	1.3	54.9*	1	0.98	1	-2.8
Cc1cc(S(=O)(=O)NCC(C)C)ccc1OCC(=O)N1CCOCC1	-2.6	0.4	1.1	1	0.9	-11.8	1	1.13	0.9	-5.7
COc1ccc(NC(=O)COc2ncnc3ccccc23)cc1S(=O)(=O)N1CCOCC1	-3.7	-2.0	1	1	1	-9.6	1	1.12	1	-1.4
CC(C)c1nnc(SCC(=O)N2CCc3ccccc32)n1N	-6.7	-5.7	1	1.1	1	-43.0	1.1	1.29	1	-1.3
Cc1ncc(CO)c(/C=N/NC(=O)c2ccc(Br)cc2)c1O	39.2	-9.3	1	1.4	0.9	-93.0	0.6	1.58	0.8	3.9
CC1Cc2ccccc2N1C(=O)CSc1nnnn1C(C)C (stereo not given)	-7.3	6.8	1	0.9	1	2.8	1.1	1.07	1.1	-2.1
Cc1c(N/C=C/C(=O)c2ccc(Cl)cc2)c(=O)n(-c2ccccc2)n1C	-5.0	9.2	1	1.1	0.9	-17.7	1.1	1.03	1.1	-0.6
Cc1sc2nc(COC(=O)c3cccc(S(=O)(=O)N(C)c4ccccc4)c3)[nH]c(=O)c2c1C	-7.3	11.2	1	1.4	1	-4.2	1.1	0.96	1.4	-3.7
COc1cccc(OCCNS(=O)(=O)c2cccc([N+](=O)[O-])c2)c1	-4.6	2.3	1.1	1	0.9	-16.5	1	1.09	0.9	-8.5
O=c1c(Cc2ccc(F)cc2)c(O)ccn1CCCn1ccnc1	-4.8	7.4	1	0.9	1.1	-2.1	1	0.97	1	-3.7
OCC1(CC2CCCCO2)CCN(Cc2ccccc2-c2ccco2)CC1 (stereo not given)	-7.4	-8.9	1.1	0.8	1	-5.0	1.1	1.04	0.9	-5.8
COc1ccccc1-c1noc(CSc2nc(C)cc(=O)[nH]2)n1	-0.3	11.3	1.1	0.8	0.9	-11.4	1	1.11	0.9	-5.3
Cc1nc(NC(=O)CN(C)S(=O)(=O)c2ccc(Cl)cc2)sc1C	0.0	2.3	1	1	0.8	-14.7	1	1.09	1	-1.2
CC(C)NS(=O)(=O)c1ccc(OCC(=O)NCc2cccnc2)cc1	-5.9	8.2	1.1	1	0.8	-15.0	1.1	1.28	1	-7.0
CS(=O)(=O)N1CCN(C(=O)c2ccccc2)C1	-4.3	-3.5	1	0.9	0.9	-7.8	1	0.97	0.9	-0.3
CSc1nc2sc3c(c2c2nnnn12)CCC3	-5.8	·	1.1	1	0.9	-8.6	1.1	·	1	-7.3
Cc1cccc(NC(=O)C(=O)NCCCN2CCOCC2)c1	-6.8	-7.1	1	1.1	0.9	0.1	1.1	1.12	1.1	-2.8
Fc1cccc(NC(=S)NCc2ccccn2)c1	0.0	24.9	1	0.9	0.8	-10.6	1	1.42	0.8	0.6
COc1cc(OC)cc(C(=O)N[C@H](C(=O)OCC(=O)Nc2ccc(F)c(F)c2)C(C)C)c1	-3.0	-8.9	1.1	0.8	1	-6.7	1	0.88	0.9	-7.3
O=C1CCCN1CC1CCN(Cc2nc(CC3CC3)no2)CC1	-5.3	7.8	1.1	1	0.9	-7.0	1.1	1.19	1	-7.7
COCCCNC(=S)NNC(=O)Cn1nc(C)c(Br)c1C	-2.2	16.2	1	1	0.9	-78.5	1	1.03	0.8	-1.0
COc1ccc(NC(=S)NCC(c2cccnc2)N2CCOCC2)cc1 (stereo not given)	-3.8	-9.3	1	1.1	1	-5.0	1	1.09	1.1	0.8
O=C1C2C(C(=O)N1Cc1cccnc1)C1C=CC2C12CC2 (stereo not given)	-5.8	15.1	1	1	0.9	-10.7	1.1	1.11	1	-4.7
O=S(=O)(NCc1ccc(Cl)cc1)c1ccc(Cl)nc1	-4.2	14.0	1	1	1	-3.7	1	1.24	1	-1.1
CCOc1cc(/C=N/N=C2/NC(=O)C(CC(=O)O)S2)ccc1OCc1ccc(Cl)cc1Cl (stereo not given)	-3.0	-5.5	1	1.2	1.2	-14.0	1	1.07	1.1	-4.7
